AmpC inh no detg – qHTS Inhibitors of AmpC Beta-Lactamase (assay without detergent); Potency, µM (top dose mostly 57.1 µM), for the others: top-dose activity change, negative = inhibition, usual class: inhibitors; 330,000 tested, 0.52% active; AmpC nitrocefin hydrolysis, absorbance 480 nm, 0.0001% Triton; P00811;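 further: potency means the concentration at half of the fitted maximal effect; plate controls were no compound for no effect and no enzyme for full effect; nearly all actives have a fitted effect of over 20% in size; some results filed as inactive show a strong effect at the top dose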
Target sequence (P00811 whole entry, looked up): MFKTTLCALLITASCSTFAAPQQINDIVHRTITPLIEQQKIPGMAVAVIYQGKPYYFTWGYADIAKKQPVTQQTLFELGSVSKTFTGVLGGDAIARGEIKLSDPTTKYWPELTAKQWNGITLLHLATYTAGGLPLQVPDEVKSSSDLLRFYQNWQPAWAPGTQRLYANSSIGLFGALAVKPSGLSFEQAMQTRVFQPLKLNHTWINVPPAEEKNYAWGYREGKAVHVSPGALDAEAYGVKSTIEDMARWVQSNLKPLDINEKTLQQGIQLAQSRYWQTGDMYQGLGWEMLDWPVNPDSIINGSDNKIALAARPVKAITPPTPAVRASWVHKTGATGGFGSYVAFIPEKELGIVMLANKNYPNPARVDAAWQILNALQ
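AmpC (5.3 nM in the dispensed reagent) in 20 mM phosphate pH 7.0 with 0.01% (detergent screen) or 0.0001% Triton X-100 was preincubated with compounds for 15 min at room temperature. Nitrocefin was then added from an 800 uM solution, and hydrolysis was followed at 480 nm.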
LmPK inh – qHTS Assay for Inhibitors of Leishmania Mexicana Pyruvate Kinase (LmPK); Potency, µM (titrated, usually from 57.5 µM), for the others: top-dose activity change, negative = inhibition, actives largely listed as inhibitors; Q27686; AID 1721, 2009; purified LmPK, Kinase-Glo ATP luminescence, 1 h; 290,000 tested, 0.37% active; further: potency means the concentration at half of the fitted maximal effect
Target sequence (Q27686 whole entry, looked up): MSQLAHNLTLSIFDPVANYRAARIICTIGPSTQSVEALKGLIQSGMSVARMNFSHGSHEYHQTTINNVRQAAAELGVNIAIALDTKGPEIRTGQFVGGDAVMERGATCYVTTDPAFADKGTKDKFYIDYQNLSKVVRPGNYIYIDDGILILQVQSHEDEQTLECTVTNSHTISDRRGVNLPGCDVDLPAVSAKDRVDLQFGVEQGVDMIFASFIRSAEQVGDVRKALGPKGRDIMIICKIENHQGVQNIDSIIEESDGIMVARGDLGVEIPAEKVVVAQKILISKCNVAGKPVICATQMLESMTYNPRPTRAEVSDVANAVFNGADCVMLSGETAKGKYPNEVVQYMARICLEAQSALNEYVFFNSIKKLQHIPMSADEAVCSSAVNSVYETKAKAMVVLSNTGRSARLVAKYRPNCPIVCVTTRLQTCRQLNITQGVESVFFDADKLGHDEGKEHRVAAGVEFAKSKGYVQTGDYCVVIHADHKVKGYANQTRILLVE
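In 50 mM imidazole pH 7.2 with 7 mM MgCl2, LmPK (0.1 nM) turned over PEP (0.5 mM) and ADP (0.1 mM) for 1 h at room temperature. Luciferase read-out of ATP.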
HCV inhibitor – qHTS Assay for Inhibitors of Hepatitis C Virus (HCV); Huh7.5.1 HCVcc-Cre infection, luciferase reporter, 44 h; Potency, µM (series often up to 41.8 µM), for the others: at the highest dose activity change, negative = inhibition, hits mostly inhibitors; 340,000 tested, 3.4% active; AID 651820, 2012; further: potency means the concentration at half of the fitted maximal effect
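Reporter virus HCVcc-Cre (~0.5 moi) infects cells exposed to compound; seeding density 1,000 cells/well with 4 h settling beforehand. Luminescence, 15 sec read, taken 44 h post-infection following a 15 min RT substrate incubation.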
AmpC inh detg – qHTS Inhibitors of AmpC Beta-Lactamase (assay with detergent); 370,000 tested, 0.041% active; P00811; AmpC hydrolysis of nitrocefin, absorbance 480 nm, 0.01% Triton; Potency, µM (top dose mostly 114 µM), inactives show at the top dose activity change, negative = inhibition, hits mostly inhibitors; AID 485294, 2010;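 further: potency means the concentration at half of the fitted maximal effect; 0% = no-compound wells and -100% = no-enzyme wells; nearly all actives have a fitted effect of over 25% in size; some results filed as inactive show a strong effect at the top dose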
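AmpC (5.3 nM in the dispensed reagent) in 20 mM phosphate pH 7.0 with 0.01% (detergent screen) or 0.0001% Triton X-100 was preincubated with compounds for 15 min at room temperature. Nitrocefin was then added from an 800 uM solution, and hydrolysis was followed at 480 nm.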
TbPYK inhibitor – qHTS of Trypanosoma Brucei Inhibitors; pyruvate kinase (Trypanosoma brucei), Q57TT1; TbPYK enzyme, Kinase-Glo Plus ATP luminescence, 45 min; Potency, µM (highest dose often 76.8 µM), inactives show at the highest dose activity, negative = inhibition, hits mostly inhibitors; 410,000 tested, 0.12% active; further: potency means the concentration at half of the fitted maximal effect; nearly all actives have a fitted effect of over 50% in size
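Assay buffer: 50 mM TEA pH 7.2, 100 mM KCl, 10 mM MgCl2, 0.05% BSA, 0.01% Tween-20. Pyruvate kinase from T. brucei plus substrate met compound, then ADP (130 uM final). Luminescence was read post 45 min RT.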
HCMV antiviral – qHTS Assay for inhibitors of the human cytomegalovirus (HCMV); HFF cells, HCMV-luciferase reporter, 72 h; active compounds read low; activity change, negative = inhibition, % at 57.5 µM; 410,000 tested, 4.5% active; in the data active means activity change below about -60%; inconclusive means no clear call, values can overlap the other calls; inactive means above about -39%
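After 16 h attachment at 37C, HFF cells received test compound and HCMV-luciferase (1 PFU/cell); reporter luminescence read 72 h later, data normalized against buffer-only and known inhibitor Salinomycin.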
AMA1 RON2 block – qHTS for Inhibitors of AMA1-RON; Towards Development of Antimalarial Drug Lead: Primary Screen | Plasmodium falciparum AMA1 (3D7) - RON2 peptide interaction | AlphaScreen AMA1-biotinylated RON2 peptide binding | Potency, µM (titrated, usually from 58.2 µM), for the others: at the highest dose activity change, negative = inhibition, hits mostly inhibitors | 360,000 tested, 0.2% active | AID 720542, 2013;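 further: potency means the concentration at half of the fitted maximal effect; 0% = vehicle wells and -100% = peptide control; nearly all actives have a fitted effect of over 45% in size; some results filed as inactive show a strong effect at the top dose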
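AMA1 (3D7) with his tag at 25 nM final met compounds first, then biotinylated RON2 peptide at 25 nM; detection used donor plus acceptor beads, 10 µg/mL apiece, read by AlphaScreen after 30 min at room temperature.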
An asterisk follows results filed as active; ? = inconclusive; . = not tested or not shown; [ ] = another dose, or the depositor's remark. Unless noted, the call rests on the fitted dose curve; in most records, active means well fitted curve in the direction sought with a large enough effect; inconclusive means small, poorly fitted or top-dose-only effect, or another doubt; inactive means no such curve, though single readings can be large; an effect the other way counts as inactive or inconclusive. Unless noted, on the % scale 0 is the no-effect control and ±100 the full control effect.

no.	molecule	TbPYK inhibitor	AmpC inh detg	AMA1 RON2 block	HCMV antiviral	AmpC inh no detg	HCV inhibitor	LmPK inh
1	CCOC(=O)c1ccc(N2C(=O)c3n[nH]c(C)c3C2c2ccc(CC)cc2)cc1 (configuration not stated)	-0.9%	-1.5%	.	-11.7	.	.	.
2	CCCOc1c(Br)cc(C(=O)OCC(=O)NC2CC2)cc1OC	7.8%	-12.6%	-1.9%	13.7	3.3%	?	.
3	Cc1ccc(-n2cc(CNC(C)c3cnn(C)c3)c(-c3ccc(F)cc3)n2)cc1 (configuration not stated)	-3.6%	-7.5%	-7.5%	-39.3	102.2%[activator]	-19.9%	-4.0%
4	COc1ccccc1CNc1nccn(-c2ccc(F)cc2)c1=O	-7.9%	0.1%	.	18.6	.	.	.
5	COC(=O)Cc1ccc(NC(=S)NC2CC2)cc1	-7.1%	3.2%	8.0%	48.1	-12.6%	19.9%	-2.5%
6	CC1SC(c2ccc(Cl)cc2Cl)NC1=O (configuration not stated)	-6.9%	0.5%	0.0%	6.1	-16.6%	2.6%	-1.5%
7	CN(CC(=O)O/N=C(\N)c1ccc([N+](=O)[O-])cc1)S(=O)(=O)c1ccccc1	3.4%	-5.6%	-8.2%	47.6	-20.3%	-10.8%	0.8%
8	CCOC(=O)CN1N=C(/C=C/c2ccc(C)cc2)CCC1=O	-2.7%	-8.3%	-7.6%	-1.8	115.9%[activator]	?	5.4%
9	CCCCOc1ccc(NS(=O)(=O)c2ccc(-n3cnnn3)cc2)cc1	1.8%	-10.1%	-8.7%	-24.9	-12.4%	0.7%	-8.5%
10	Cc1cccc(/C=N/NC(=O)C(C)Nc2cccc3ccccc23)n1 (configuration not stated)	1.0%	?	38.1%[activator]	38.7	41.5%	-3.2%	0.1%
11	C=CCSc1nc2sc3c(c2c(=O)n1-c1ccc(C)cc1)CCN(C)C3	4.2%	-0.6%	-7.0%	-16.0	46.0%	?	0.2%
12	O=C(Nc1cccc(S(=O)(=O)N2CCCCC2)c1)c1ccc(S(=O)(=O)C(F)F)cc1	1.3%	-14.0%	-13.4%	-63.7*	22.4µM*	?	-1.8%
13	CC(OC(=O)C1CC=CCC1C(N)=O)C(Cl)=C(Cl)Cl (configuration not stated)	-1.9%	-12.6%	18.0%	0.0	-13.1%	-4.6%	0.6%
14	O=C(Cn1cnc2c(NC(=O)OCc3ccccc3)ncnc21)NCCN1CCOCC1	-0.9%	-0.2%	-6.3%	13.6	-7.9%	1.5%	.
15	CC(C)OC(=O)CSc1nc(N2CCOCC2)c2c(c1C#N)CC(C)(C)OC2	-7.5%	-14.3%	-4.9%	8.4	88.9%[activator]	-21.1%	11.2%
16	O=c1cc(-c2ccccc2)c2cc(Cl)c3c(c2o1)CN(Cc1ccccc1)CO3	-1.6%	17.3%	.	-7.0	.	.	.
17	Cc1ccc(Cn2c(CCNc3nc(-c4ccc(Cl)c([N+](=O)[O-])c4)cs3)nc3cc(C(=O)NCCCO)ccc32)cc1	-7.3%	.	-4.2%	-17.5	.	?	.
18	CN(C(=O)CSc1nc(-c2ccc(C(C)(C)C)cc2)c(C#N)c(=O)[nH]1)C1CCCCC1	4.2%	-7.1%	-11.2%	19.9	37.7%	13.1%	1.0%
19	CCOC(=O)c1c(C)oc2nc(C)nc(NCc3cccc(Cl)c3)c12	1.2%	25.9%	.	1.8	.	.	.
20	Cn1c(NCc2ccco2)nc2c1c(=O)n(Cc1ccc(Cl)c(Cl)c1)c(=O)n2C	-2.8%	-13.7%	3.7%	19.3	-9.7%	15.0%	2.5%
21	CC(=O)N1CCc2c(sc3c2c(=O)n(-c2ccccc2)c(=O)n3CC(=O)Nc2ccccc2)C1	-2.2%	-1.8%	.	52.5	.	.	.
22	O=C(c1ccco1)N1CCN(C(=O)c2cc(Cl)nc3ccccc23)CC1	-5.7%	?	5.3%	20.8	-9.1%	-6.5%	.
23	CCN(CC)CCNc1nc(-c2ccc(OC(F)F)cc2)c(C)s1	-3.2%	3.1%	-6.8%	-9.5	34.8%	17.8µM*	7.1%
24	CS(=O)(=O)N1CCN(c2ccccc2NC(=O)Cc2ccccc2)CC1	-4.7%	?	46.2%[activator]	-28.0	1.6%	14.3%	-2.7%
25	Cc1nc2c(c(C)c1CCC(=O)N1CCN(c3ccccc3)CC1)c(=O)n(C)c(=O)n2C	6.2%	-2.4%	.	10.9	.	.	.
26	CC(CCc1ccccc1)NC(=O)/C=C/c1ccc(Cl)cc1 (configuration not stated)	1.3%	-3.3%	17.4%	-9.9	?	-5.2%	-1.1%
27	COc1ccc(NS(=O)(=O)c2csc(C(=O)N3CCCC3)c2)c(OC)c1	1.4%	1.4%	0.6%	?	29.1%	2.3%	-0.9%
28	COc1ccc(C2N(C(C)=O)CCCN2S(=O)(=O)c2ccc(C)cc2)cc1 (configuration not stated)	8.7%	1.1%	-17.7%	-62.2*	79.0%[activator]	-18.9%	-1.1%
29	CCC(C)[C@H](NC(=O)NCc1ccccc1)C(=O)O (some centres not stated)	-4.4%	-12.2%	1.5%	13.9	0.4%	10.4%	-1.0%
30	CCN(CC(=O)NCc1ccc(F)cc1)S(=O)(=O)c1ccc(C)cc1	0.1%	-0.1%	0.5%	?	11.4%	-10.0%	-10.3%

Single records (already shown):
CCN(CC(=O)NCc1ccc(F)cc1)S(=O)(=O)c1ccc(C)cc1 is listed as TbPYK inhibitor = 0.1%; AmpC inh detg = -0.1%; AMA1 RON2 block = 0.5%; HCMV antiviral = ?; AmpC inh no detg = 11.4%; HCV inhibitor = -10.0%; LmPK inh = -10.3%
O=c1cc(-c2ccccc2)c2cc(Cl)c3c(c2o1)CN(Cc1ccccc1)CO3 is listed as TbPYK inhibitor = -1.6%; AmpC inh detg = 17.3%; AMA1 RON2 block = .; HCMV antiviral = -7.0; AmpC inh no detg = .; HCV inhibitor = .; LmPK inh = .
CC(CCc1ccccc1)NC(=O)/C=C/c1ccc(Cl)cc1 (configuration not stated) is listed as TbPYK inhibitor = 1.3%; AmpC inh detg = -3.3%; AMA1 RON2 block = 17.4%; HCMV antiviral = -9.9; AmpC inh no detg = ?; HCV inhibitor = -5.2%; LmPK inh = -1.1%

New compounds follow.
no.	molecule	TbPYK inhibitor	AmpC inh detg	AMA1 RON2 block	HCMV antiviral	AmpC inh no detg	HCV inhibitor	LmPK inh
31	O=C1c2ccccc2C(=O)N1CSc1nnc(Nc2ccccc2F)s1	-16.9%	-0.9%	12.6%	64.6	-4.9%	3.0%	2.3%
32	O=C1NC2(CCCCCC2)C(=O)N1Cc1ccc(Br)cc1	5.5%	-2.0%	16.0%	10.5	-28.5%	-9.8%	6.6%
33	Cc1sc2nc[nH]c(=S)c2c1-c1ccccc1	-1.6%	6.4%	44.2%[activator]	?	-38.7%	?	-5.9%
34	O[C@H]1C2CCC1C(N1CCCCC1)CC2 (some centres not stated)	-0.2%	6.8%	0.0%	47.0	-23.9%	8.0%	3.2%
35	O=S(=O)(Nc1ccc(-c2cn3cccnc3n2)cc1)c1ccccc1	-15.3%	-7.7%	-11.3%	36.2	-36.7%	3.9%	2.6%
36	O=C(NCc1nc(-c2ccc(C(F)(F)F)cc2)no1)Nc1ccc(F)cc1F	-14.7%	3.2%	0.3%	76.3	-25.5%	-13.7%	2.4%
37	CCOC(=O)Cc1csc(NC(=O)Cc2ccccc2)n1	-4.4%	-4.3%	16.4%	?	28.7%	14.5%	2.8%
38	Cc1c(C(=O)N2CCCC2)oc2c1-c1nn(CC(=O)NCc3ccccc3Br)cc1CC2	-0.1%	-1.1%	.	-25.9	.	.	.
39	COc1ccc2c(c1)c(=O)oc1c(C)c(OC(C)C(=O)N[C@@H](Cc3c[nH]c4ccc(O)cc34)C(=O)O)ccc12 (some centres not stated)	-3.5%	?	?	0.0	-50.4%	-4.0%	0.5%
40	Cc1cc2nc(C3CCCCC3)c(Cc3ccccc3)n2c(C)c1Br	-0.8%	.	5.8%	-21.2	.	.	.
41	O=C(COc1ccc(Br)cc1)OCC(=O)c1ccc[nH]1	-8.9%	.	0.0%	42.3	.	.	.
42	Cn1c(=O)oc(=O)c2ccccc21	2.9%	.	16.3%	-31.1	.	-0.7%	.
43	COc1ccc(CCN2C(=O)c3oc4cc(C)cc(C)c4c(=O)c3C2c2ccccc2F)cc1OC (configuration not stated)	0.3%	-4.3%	.	-2.9	.	.	.
44	Cc1c(Cl)cccc1NC(=O)Nc1nnc(N2CCCCCC2)s1	-2.3%	16.3%	.	7.0	.	.	.
45	O=C1[C@H]2CC3C=CC2(O3)[C@@H]2OCCCN12 (some centres not stated)	0.7%	-2.5%	2.6%	-0.4	-0.2%	10.2%	.
46	CCn1c(=O)n(CC2CCC(C(=O)NC(C)C)CC2)c(=O)c2sccc21 (configuration not stated)	-7.2%	15.8%	.	2.4	.	.	.
47	COc1ccccc1N(C(=O)c1snc(C(N)=O)c1N)C(C(=O)NCCC(C)C)c1ccco1 (configuration not stated)	-0.4%	-7.4%	-0.7%	-29.3	36.9%	-2.6%	1.8%
48	COC(=O)c1cc(NC(=O)c2ccc(Cn3cc(Cl)cn3)o2)cc(C(=O)OC)c1	-0.4%	8.3%	11.7%	-32.0	-27.6%	?	3.1%
49	CC(=O)c1ccc(NC(=O)CN2C(=O)CCc3ccccc32)cc1	0.0%	19.8%	.	2.7	.	.	.
50	Cc1cc2c(SCC(=O)Nc3ccccc3O)ncnc2s1	-13.7%	.	14.5%	6.6	.	20.5%	.
51	COc1ccccc1-c1cc(C(=O)N/N=C/c2ccc(C)s2)c2ccccc2n1	-1.6%	?	-6.9%	-23.4	0.9%	?	1.3%
52	O=C1CNC(=S)N1Cc1ccccc1	1.4%	-2.4%	58.1%[activator]	?	-14.5%	7.2%	5.3%
